# Artemis inh = inhibitors of human Artemis endonuclease activity; 30,000 compounds, 0.78% hits; inhibition, % at 10 µM; recombinant Artemis, quenched FAM hairpin cleavage fluorescence; Q96SD1; AID 686954;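 active = at 10 µM dose, at least 30% inhibition, measured as corrected fluorescence normalized to stimulator and neutral control wells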
# Target sequence (Q96SD1 whole entry, looked up): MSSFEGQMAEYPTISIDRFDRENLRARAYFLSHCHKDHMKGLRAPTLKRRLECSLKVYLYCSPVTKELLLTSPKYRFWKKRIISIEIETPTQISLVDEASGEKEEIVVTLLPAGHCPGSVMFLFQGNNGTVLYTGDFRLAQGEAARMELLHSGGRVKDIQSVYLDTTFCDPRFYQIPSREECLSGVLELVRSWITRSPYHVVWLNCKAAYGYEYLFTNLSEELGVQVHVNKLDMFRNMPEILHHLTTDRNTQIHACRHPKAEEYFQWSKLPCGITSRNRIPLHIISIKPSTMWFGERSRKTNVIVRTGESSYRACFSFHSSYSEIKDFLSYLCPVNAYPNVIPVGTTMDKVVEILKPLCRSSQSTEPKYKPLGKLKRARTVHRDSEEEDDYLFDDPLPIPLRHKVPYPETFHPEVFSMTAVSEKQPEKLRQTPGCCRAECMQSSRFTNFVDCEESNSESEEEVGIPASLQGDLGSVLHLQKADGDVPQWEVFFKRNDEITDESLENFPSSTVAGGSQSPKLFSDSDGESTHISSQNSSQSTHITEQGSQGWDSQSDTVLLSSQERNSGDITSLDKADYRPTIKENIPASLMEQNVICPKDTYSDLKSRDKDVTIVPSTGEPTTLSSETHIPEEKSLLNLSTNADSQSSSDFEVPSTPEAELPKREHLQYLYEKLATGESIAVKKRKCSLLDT
# Starred values were filed as active, the others as inactive. Some of the compounds tested; the hit share may differ from the screen's.
SMILES,Artemis inh
CC(C)C(C(=O)NC1CCCCC1)N(CC1CCCO1)C(=O)CNS(=O)(=O)c1ccc(F)cc1 (configuration not stated),-8
CCOc1cc(C(=O)Nc2ccc(N3CCN(S(C)(=O)=O)CC3)cc2)cc(OCC)c1OCC,-4
CC(C)C(=O)N(Cc1cc(=O)[nH]c2ccccc12)c1ccccc1,8
O=c1c2ccccc2c(-c2ccccc2)nn1Cc1ccc(Cl)cc1,13
CN(Cc1ccccc1)C(=O)[C@H]1CCC(=O)N1Cc1ccco1,0
COc1ccc(C(=O)NC(=S)NCc2ccco2)cc1OC,4
O=C(O)c1[nH]c2ccc(Cl)cc2c1CC(=O)N1CCN(c2ccccc2)CC1,7
O=C(O)c1ccccc1C(=O)NCc1ccccc1,-2
CC(=O)N(Cc1cc(=O)[nH]c2ccccc12)c1ccc(C)cc1,-3
CN1/C(=C\C(=O)c2oc3ccccc3c2N)C(C)(C)c2ccccc21,24
CC1(C)CC(=O)C2=C(C1)OC(N)=C(C#N)C2CCc1ccccc1 (configuration not stated),-4
CCOC(=O)C1=C(Nc2cccc(Cl)c2)OCC1=O,2
CC(=O)NC1(NC(C)=O)CCN(C)C(c2ccccc2)C1C (configuration not stated),7
CC(=O)NC(=O)COC(=O)/C=C/c1c(C)nn(Cc2c(Cl)cccc2Cl)c1Cl,-5
CC1(C)Cc2c(sc3c2C2=NCCN2C=N3)CS1,1
CCN(CC)c1ccc(NC(=O)CSc2nnc3nc(C)cc(C)n23)cc1,-2
COc1ccc(/C=N/N2CCN(C)CC2)cc1O,0
CC/C(=C\C(=O)c1ccncc1)Nc1ccc(Br)cc1,-3
O=C(Oc1ccccc1)Oc1ccc2c(c1)oc(=O)c1ccccc12,0
Cc1ccccc1CSc1nccn1-c1ccccc1,3
CC(C)(C)n1nnnc1C(c1cccnc1)N1CCN(c2ccccc2F)CC1 (configuration not stated),-2
COc1ccc(CC(=O)Nc2ccc(-c3nnc(-c4ccccc4)o3)cc2)cc1,6
CC(C(=O)N1CCCc2ccccc21)N1C(=O)c2ccccc2C1=O (configuration not stated),2
Nc1cc(=O)[nH]n1C1CCN(c2ccccc2)CC1,-1
CCOc1cc(S(=O)(=O)Nc2ccc(Cl)cn2)ccc1F,0

# (continued)
SMILES,Artemis inh
CC(=O)Oc1cccc(N2C(=O)CC(Nc3ccc(N4CCOCC4)cc3)C2=O)c1 (configuration not stated),9
CC(=O)OC(C(=O)NCCc1ccccc1)c1cccnc1 (configuration not stated),-4
COC(=O)c1[nH]c(C)c(/C(O)=C2\C(=O)C(=O)N(CCN(C)C)C2c2ccccc2OC)c1C (configuration not stated),-1
Fc1ccc(C(c2nnnn2C2CCCC2)N2CCN(Cc3ccccc3)CC2)cc1 (configuration not stated),4
CCNC(=O)O/N=C(\C)c1sc(-c2ccccc2)nc1C,-3
COc1ccc(NC(=O)c2ccc3c(c2)C(=O)N(Cc2cccnc2)C3=O)cc1,-4
O=C(CCCCCC(=O)N(CCO)CCO)N(CCO)CCO,-5
O=c1c[n+]([O-])c2ccccc2n1OCc1ccccn1,3
Cn1ncc(C#N)c1/N=C/N1CCOCC1,-1
O=C(NCC1CCCO1)c1ccccc1-c1nc(-c2ccccc2)no1 (configuration not stated),-5
COc1ccccc1CNC(=O)c1cccc(N(C)C)c1,6
O=C(N1CCCCCC1)N1CCN(S(=O)(=O)N2CCCCC2)CC1,0
COC(=O)c1cccc(Cn2nnc3ccccc3c2=O)c1,9
CCOC(=O)C1=C(N)Oc2cc(C)n(CCc3ccc(OC)c(OC)c3)c(=O)c2C1c1cccnc1 (configuration not stated),-4
NC1=NC2(CCC(c3ccccc3)CC2)n2c(nc3ccccc32)N1 (configuration not stated),18
CC(=O)Nc1ccc(S(=O)(=O)Nc2cccc(C(=O)NC(C)(C)C)c2)cc1,-8
COc1ccc(Br)cc1/C(C)=N/NC1=NCCN1,-10
O=C(CCS(=O)(=O)c1cc(Br)cc2c1N(C(=O)C1CC1)CC2)NCc1ccco1,-6
CCc1ccccc1NC1c2ccccc2C(=O)N1c1cccnc1 (configuration not stated),2
COc1ccc(C2CC(=O)C3=C(C2)NC(C)=C(C#N)C3c2ccc(N(C)C)cc2)cc1 (configuration not stated),14
O=c1cc(CN2CCN(c3ccccc3O)CC2)nc2sccn12,-9
O=C(CN1C(=O)NC2(CCCC2)C1=O)NCCC1=CCCCC1,3
Clc1cccc(CSc2nnc(-c3c[nH]c4ccccc34)o2)c1,-2
O=S(=O)(Nc1ccc(Oc2ncccn2)c(Cl)c1)c1ccc(Cl)cc1,-3
CC1CCN(C(=O)COC(=O)c2n[nH]c3ccccc23)CC1,3

# By substructure: the compounds so far containing sulfur
SMILES,Artemis inh
CC(C)C(C(=O)NC1CCCCC1)N(CC1CCCO1)C(=O)CNS(=O)(=O)c1ccc(F)cc1 (configuration not stated),-8
CCOc1cc(C(=O)Nc2ccc(N3CCN(S(C)(=O)=O)CC3)cc2)cc(OCC)c1OCC,-4
COc1ccc(C(=O)NC(=S)NCc2ccco2)cc1OC,4
CC1(C)Cc2c(sc3c2C2=NCCN2C=N3)CS1,1
CCN(CC)c1ccc(NC(=O)CSc2nnc3nc(C)cc(C)n23)cc1,-2
Cc1ccccc1CSc1nccn1-c1ccccc1,3
CCOc1cc(S(=O)(=O)Nc2ccc(Cl)cn2)ccc1F,0
CCNC(=O)O/N=C(\C)c1sc(-c2ccccc2)nc1C,-3
O=C(N1CCCCCC1)N1CCN(S(=O)(=O)N2CCCCC2)CC1,0
CC(=O)Nc1ccc(S(=O)(=O)Nc2cccc(C(=O)NC(C)(C)C)c2)cc1,-8
O=C(CCS(=O)(=O)c1cc(Br)cc2c1N(C(=O)C1CC1)CC2)NCc1ccco1,-6
O=c1cc(CN2CCN(c3ccccc3O)CC2)nc2sccn12,-9
Clc1cccc(CSc2nnc(-c3c[nH]c4ccccc34)o2)c1,-2
O=S(=O)(Nc1ccc(Oc2ncccn2)c(Cl)c1)c1ccc(Cl)cc1,-3

# Additional records follow:
SMILES,Artemis inh
Cc1ccc2c(C(=O)CN3CCN(C4CCCCC4)CC3)c(C)[nH]c2c1,3
CCc1ccc(N2C(=O)CC(N3CCC(C(=O)OC)CC3)C2=O)cc1 (configuration not stated),-7
COc1ccc(C2c3sc(=O)[nH]c3SC3C4CCC(C4)C23)cc1OC (configuration not stated),19
CN(CCC#N)c1ncnc2scc(-c3ccccc3)c12,-2
Cc1cccc2nc(CNc3ccc(F)cc3)cn12,-11
CC1(C)NC(=O)N(CC(O)COC2CCCCC2)C1=O (configuration not stated),-1
COc1ccc(NC(=O)/C(=C\c2cc(OC)c(OC)cc2[N+](=O)[O-])NC(=O)c2ccccc2)cc1,11
CSc1ccccc1NC(=O)CN(c1ccccc1)S(=O)(=O)N(C)C,3
Cc1[nH]c2ccccc2c1NC(=O)CN1CCN(c2cccc(C(F)(F)F)c2)CC1,-3
Cn1cc(Br)c(C(=O)NNC(=O)c2cccc(Br)c2)n1,-2
CCOc1ccccc1N1CCN(C(=O)C2c3ccccc3Oc3ccccc32)CC1,4
C1CCC(n2nnnc2CN2CCN(C3CCCC3)CC2)CC1,-5
CCCCCC(=O)N/N=C(\C)c1ccc(NC(=O)c2ccco2)cc1,-7
CCOC(=O)C1=C(C)N=C2SCCC(=O)N2[C@@H]1/C=C/c1ccccc1,-2
Cn1c(Oc2ccccc2NCc2cccc(Br)c2)cc(=O)n(C)c1=O,2
CS(=O)(=O)N1CCN(c2nc(-c3ccccc3)cs2)CC1,10
Cc1occc1C(=O)Nc1cccc2ccccc12,-9
CCOC(=O)c1ccccc1NC(=O)CSc1nnnn1C,-8
Cc1ccc(S(=O)(=O)CCc2nc3ccccc3s2)cc1C,4
COc1ccc(C(=O)N(Cc2ccco2)Cc2cc3cc(C)ccc3[nH]c2=O)cc1OC,10
O=C(O)CS(=O)(=O)CC(=O)O,3
CCOC(=O)C(NC(=O)CC)(Nc1cc(C)on1)C(F)(F)F (configuration not stated),-3
NC(=O)C1(N2CCCCC2)CCN(C(=O)NC2CCCCC2)CC1,5
O=c1c(/C=C(\O)c2ccc(F)cc2)nc2ccccc2n1-c1ccccc1,-6
Cc1nnc(SCC(=O)Nc2sccc2C#N)n1Cc1ccccc1,2

# Additional records:
SMILES,Artemis inh
O=C(NC1CCCc2ccccc21)c1cncc(Br)c1 (configuration not stated),-1
COC(=O)c1cccc(N(C(=O)c2ccco2)C(C(=O)NC2CCCC2)c2ccco2)c1 (configuration not stated),-5
Cn1c(=O)[nH]c(=O)c2c1nc(NCCCn1ccnc1)n2Cc1cccc(Br)c1,1
Cc1nc2sc(C(c3ccccc3)N3CCC(O)CC3)c(O)n2n1 (configuration not stated),4
CC(=O)Nc1ncc2c(n1)CC(c1ccco1)CC2=O (configuration not stated),0
Cc1ccc(N/C=C(\C#N)c2ccc(OCCCF)cc2)cc1,4
CCS(=O)(=O)N1CCCC(C(=O)NCCCN(C)Cc2ccccc2)C1 (configuration not stated),3
CC(C)n1nnnc1SCC(=O)c1ccc2c(c1)OCCO2,-3
CCC(=O)c1cc(F)c(N2CCN(C(=O)Cc3ccccc3)CC2)cc1C,0
CN(c1ccccc1)c1nc(-n2ccnc2)nc(-n2ccnc2)n1,8
Cc1cc(C)c(S(=O)(=O)N2CCCCC2)cc1N(C)S(=O)(=O)c1ccc(Cl)cc1,1
Cn1c(=O)[nH]c(=O)c2c1nc(Br)n2CC(O)c1ccccc1 (configuration not stated),0
CC(=O)Nn1c(-c2ccccc2)cc2ccccc21,6
CCOC(=O)C1=C(C)NC(C)=C(C(=O)OCC)C1c1cn(-c2ccccc2)nc1-c1ccco1,5
CN1C(=O)c2ccc(N(C)C)cc2C1=O,-3
C=CCOc1ccc(C2/C(=C(\O)c3c(C)[nH]c(C(=O)OC)c3C)C(=O)C(=O)N2CCN(C)C)cc1 (configuration not stated),9
COC(=O)c1cc(OC)c(OC)cc1NC(=O)CCc1ccc(C)o1,5
Cc1cccc(-n2c(SCCC(=O)O)nnc2-c2cccs2)c1C,7
COc1ccc(CCC(=O)Nc2ccc(N3CCOCC3)cc2)cc1,6
COc1ccc(-c2cnc(N)nc2-c2ccc(OC)cc2O)cc1,5
CC1CN(C(=O)COC(=O)c2cccs2)CC(C)O1 (configuration not stated),-8
CN1CCCCCC1=NC1=C(C#N)CCCC1,-12
CC(=O)C1=C(NC(=O)c2ccc(F)cc2)CC2C1C2(C)C (configuration not stated),0
Cn1c(Br)nc2c1c(=O)n(CC(O)COc1ccccc1)c(=O)n2C (configuration not stated),1
O=C(OCC(F)(F)F)c1cccc(COc2ccc3ccccc3c2)c1,0

# (cont.)
SMILES,Artemis inh
O=C(Oc1ccccc1OC(=O)N1CCOCC1)N1CCOCC1,6
CN(CCOC(=O)c1ccc2c(c1)OCCO2)Cc1ccccc1,0
O=C(CCN1C(=O)/C(=C/C=C/c2ccccc2)SC1=S)Nc1nccs1,5
Cn1nnc2cc(C(=O)NC3CCCCC3)ccc21,2
CCCCNC(=O)CSc1cc(=O)n(C)c2ccccc12,5
Cc1n[nH]c(C)c1S(=O)(=O)N1CCN(C(=O)c2ccco2)CC1,-20
c1ccc2c(c1)CCOC2CNCCCN1CCCCC1 (configuration not stated),1
O=C(NCc1ccco1)c1c2c(nc3ccccc13)CCC2,18
CC1(C)CC(=O)C(C=NCCN2CCN(C(=O)C34CC5CC(CC(C5)C3)C4)CC2)=C(O)C1,-12
CCOc1ccc(C(=O)COC(=O)CC)cc1,0
Oc1ccc(C(c2nnnn2C2CCCC2)N2CCc3ccccc3C2)cc1 (configuration not stated),4
CCOC(=O)c1c(C2CC2)csc1NC(=O)CSCc1c(C)noc1C,12
Cc1cc(Cl)ccc1OCCCC(=O)NO,63*
CCC1(C)Cc2c(c(=O)n(-c3ccccc3)c3ncnc(N)c23)CO1 (configuration not stated),-8
CCCOc1ccc(/C(O)=C2/C(=O)C(=O)N(CCCOC)C2c2cccnc2)cc1 (configuration not stated),-9
CC(C(=O)NCCCN1CCOCC1)n1cccc1C(=O)c1ccccc1 (configuration not stated),-7
CCN(CC)CCNC(=O)Cn1nc(Cc2ccccc2)c2ccccc2c1=O,2
O=C(NCCCN1CCOCC1)c1cn(-c2ccccc2)nc1-c1cccs1,7
Cc1oc2ccc(O)c(CN3CCOCC3)c2c1C(C)O (configuration not stated),-9
COCCCNC(=O)c1ccc(NS(C)(=O)=O)cc1,-8
Cc1ccc(S(=O)(=O)NC2=C(N3CCN(c4ccccc4F)CC3)C(=O)c3ccccc3C2=O)cc1,0
O=C(Nc1ccccc1C(=O)NC(Cc1ccccc1)C(=O)NC1CCCCCC1)c1ccccc1 (configuration not stated),16
O=C(NCC1CCCO1)c1ccc(NC(=O)C2CC=CCC2C(=O)O)cc1 (configuration not stated),-6
CC(C)(C)c1[nH]nc2c1C(c1ccoc1)C(C#N)=C(N)O2 (configuration not stated),-1
Oc1ccc(Br)cc1-c1cc(-c2ccco2)[nH]n1,0
Nc1nc(-c2ccco2)cs1,12
COC(=O)NC1(C(F)(F)F)C(=O)NC(C)=C1C(=O)OC (configuration not stated),1
COc1ccc(-c2nn(C)c(=O)c3ccccc23)cc1CNC(=O)c1ccco1,-7
Cc1ccc(C2SCC(=O)N2Cc2cn3ccsc3n2)o1 (configuration not stated),7

# Bioassay records (PubChem BioAssay)
